Screening data as filed in PubChem BioAssay.
IDE cell activ – human IDE activators in live cells, primary screen, fluorescence polarization, HEK cells, FAbeta-B substrate. 340,000 compounds, 0.073% hits. Insulin-degrading enzyme (Homo sapiens), P14735. activation, % at 5.96 µM. FAbeta-B cleavage; 0% vehicle, 100% cell-free pure enzyme wells;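 active = activation above the mean of all tested compounds plus 3 SD, set per screening campaign, cut at about 17% in these data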
CRFBP-R2 block – antagonists of CRF-BP/CRF-R2 complex, primary screen, cell-based, HEK293, calcium dye fluorescence, uHTS | CRF-induced calcium fluorescence | inhibition, % at 11.8 µM | 350,000 compounds, 0.59% hits | AID 588475, 2011;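 active = inhibition of the ligand-induced calcium signal above about 50% at the single tested concentration, limit read from the data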
PHOSPHO1 inh – PubChem AID 1565; recombinant PHOSPHO1, absorbance phosphatase assay; 290,000 compounds, 1.1% hits; inhibition, % at 13.3 µM; Phosphoethanolamine/phosphocholine phosphatase (Homo sapiens), Q8TCT1; in the data active = inhibition above about 60%
Target sequence (Q8TCT1 whole entry, looked up): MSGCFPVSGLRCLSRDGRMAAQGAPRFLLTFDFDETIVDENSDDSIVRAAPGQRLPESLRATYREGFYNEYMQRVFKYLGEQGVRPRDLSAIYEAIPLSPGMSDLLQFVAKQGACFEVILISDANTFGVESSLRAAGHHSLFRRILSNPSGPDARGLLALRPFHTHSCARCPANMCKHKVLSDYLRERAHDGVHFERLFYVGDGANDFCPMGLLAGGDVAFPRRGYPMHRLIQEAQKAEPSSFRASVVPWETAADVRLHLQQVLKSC
M4 PAM – human M4 muscarinic receptor positive allosteric modulators, primary screen, CHO-K1 cells, Fluo-8 calcium fluorescence; activation, % at 3 µM; 360,000 compounds, 0.4% hits; CHO-K1 hM4/Gqi5, ACh EC20; 0% = ACh EC20, 100% = maximal ACh; AID 624126, 2012;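 active = activation above its plate's cutoff, the mean activation of sample wells plus 3 SD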; note: some results filed as inactive read as strong as hits
Target sequence (P08173 whole entry, looked up): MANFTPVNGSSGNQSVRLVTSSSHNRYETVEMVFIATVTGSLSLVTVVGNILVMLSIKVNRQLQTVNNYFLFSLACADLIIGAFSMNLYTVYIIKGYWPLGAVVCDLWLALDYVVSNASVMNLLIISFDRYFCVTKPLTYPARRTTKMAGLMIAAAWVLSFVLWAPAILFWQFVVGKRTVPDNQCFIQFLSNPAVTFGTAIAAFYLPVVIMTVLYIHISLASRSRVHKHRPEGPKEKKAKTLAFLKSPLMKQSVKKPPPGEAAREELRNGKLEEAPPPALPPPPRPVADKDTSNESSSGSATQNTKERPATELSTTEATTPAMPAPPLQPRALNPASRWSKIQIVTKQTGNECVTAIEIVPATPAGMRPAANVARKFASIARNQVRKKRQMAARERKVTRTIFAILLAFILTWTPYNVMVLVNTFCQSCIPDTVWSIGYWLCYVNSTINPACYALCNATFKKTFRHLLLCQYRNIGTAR
p-CIP stab down – p/CIP-EGFP fusion destabilizers, primary screen, fluorescence, F442A cells. Q05BA5. 16 h. decrease of EGFP signal, % at 10 µM. 290,000 compounds, 0.01% hits. AID 1984, 2009;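 active = EGFP signal decrease of at least 30% at 10 µM or well 3 SD below plate mean, unless failing retest; inactive = the rest, including hits failing retest or dose response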; note: some compounds called inactive have numbers as strong as hits; many of its hits are not listed in these tables
MEKK3 PB1 HTS – modulators of MEKK3-MEK5 PB1 binding, primary screen, biochemical, wildtype MEKK3, multiplex bead flow cytometry, Alexa488-MEK5. Mitogen-activated protein kinase kinase kinase 3 (Homo sapiens), Q99759. bead-based flow cytometry, Alexa488-MEK5 binding to MEKK3; actives lie on both sides; 0 = blocked by unlabeled MEK5, 100 = vehicle. binding response (% of control), % at 10 µM. 290,000 compounds, 1.4% hits. AID 1529, 2009;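 active = binding response more than 3 SD above or below the average of its plate-row segment, actives on both sides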;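 note: Alexa488 bead fluorescence after subtracting the streptavidin-only scavenger bead signal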
GalR3 antag – GalR3 antagonists in HEK293 cells, primary screen, cell-based, fluorescence readout | Galanin receptor type 3 (Homo sapiens), O60755 | HEK293 GalR3-CNG cAMP membrane potential fluorescence; galR3 body fused to GalR1 C-terminus | inhibition, % at 3 µM | 360,000 compounds, 0.44% hits;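 active = inhibition above the screen-wide average plus 3 SD, cut at about 13% in these data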;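 note: forskolin and galanin both at EC90 stimulate the cells; cAMP rise reported by CNG channel membrane potential dye signal; 0% = forskolin plus galanin with DMSO and 100% = forskolin alone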
Target sequence (O60755 1-299 limits assumed): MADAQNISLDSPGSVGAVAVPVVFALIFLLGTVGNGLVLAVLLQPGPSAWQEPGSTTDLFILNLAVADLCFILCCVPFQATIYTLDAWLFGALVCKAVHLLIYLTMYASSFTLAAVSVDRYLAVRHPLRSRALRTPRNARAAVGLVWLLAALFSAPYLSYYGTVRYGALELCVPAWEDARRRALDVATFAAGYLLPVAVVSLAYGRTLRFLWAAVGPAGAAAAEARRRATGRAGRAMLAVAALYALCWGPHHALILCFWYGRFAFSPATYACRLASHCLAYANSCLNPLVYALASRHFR
CRFR2-BP ag – agonists of CRF-BP/CRF-R2 complex, primary screen, cell-based, HEK293, calcium dye fluorescence, uHTS; CRF-binding protein / CRF receptor 2 complex (human); calcium dye fluorescence (FLIPR); percent of saturating CRF peptide response; activation, % at 13.2 µM; 350,000 compounds, 0.46% hits; AID 588473, 2011;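 active = activation of at least 50%, plus an integration ratio under a set limit after plate pattern correction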;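 note: plate controls were neutral control wells without compound for no effect and CRF at EC100 for full effect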
IDE inh – human IDE inhibitors in live cells, primary screen, fluorescence polarization, HEK cells, FAbetaB substrate; Insulin-degrading enzyme (Homo sapiens), P14735; FAbetaB cleavage; inhibition, % at 5.59 µM; 320,000 compounds, 0.41% hits;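 active = percent inhibition above the average of all tested compounds plus 3 SD, set per screening campaign, cut at about 16% in these data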;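 note: IDE supplied by intact live HEK cells; FP after avidin binding of uncleaved biotin substrate so inhibition keeps polarization high; 0% = DMSO wells and 100% = 60 µM reference IDE inhibitor Ii1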
Starred values were filed as active, the others as inactive; · = not tested or not shown; [ ] = dose if it differs, or a comment. Not a hit list; about 4.2% have a hit in one of these screens.

no.	SMILES	IDE cell activ	CRFBP-R2 block	PHOSPHO1 inh	M4 PAM	p-CIP stab down
1	N#CC1=C(N)Oc2c(oc(CO)cc2=O)C12C(=O)Nc1ccc(Cl)cc12 (centres undefined)	6.4	-11.1	8.7	8.4	-6.3
2	O=C(N/N=C/c1cccnc1)c1cc(-c2ccc(Br)cc2)nc2ccccc12	-3.3	-13.0	37.0	4.2	-1.9
3	COc1ccc(N2C(=O)CC(NNC(=O)c3ccc(Br)s3)C2=O)cc1 (centres undefined)	-4.0	-11.6	51.4	1.6	3.1
4	CCOC(=O)C1=C(C)Nc2ccccc2N=C1NC(=O)c1oc2ccccc2c1COC	3.9	-7.5	·	-7.8	·
5	CCOC(=O)c1cn(CC)c2ccc(Br)cc2c1=O	1.3	3.8	77.5*	-2.2	-0.8
6	CCCN(CC(=O)Nc1ccccc1C)C(=O)c1ccc(N2CCOCC2)c([N+](=O)[O-])c1	3.5	3.4	·	8.5	·
7	O=C(CCc1ccccc1F)N1CCN(c2ccccc2)CC1	-2.2	11.6	34.3	-3.1	-8.9
8	CCOCCn1c(CN2CCC(Cc3ccccc3)CC2)nc2c1c(=O)n(C)c(=O)n2C	3.8	-20.5	9.9	2.4	-10.0
9	COc1cc2c(cc1OC)CN(CC(=O)Nc1ccccc1SC)CC2	3.0	42.5	36.2	-12.9	-9.9
10	O=C(NCCc1ccccc1)C1CCN(S(=O)(=O)N2CCCCC2)CC1	1.5	-0.2	49.6	0.8	11.5
11	COC(=O)[C@@]1(C)[C@H]2C(=O)N(Cc3ccccc3)C(=O)[C@H]2[C@H]2CN=C(SCc3ccc(Cl)cc3)N21	1.6	21.1	·	7.0	·
12	CCS(=O)(=O)Nc1ccc(C(=O)NCCSc2ccccc2)cc1	3.5	-5.6	41.1	-5.1	-6.3
13	CCN(C(=O)CCN1C(=O)S/C(=C\c2ccccc2)C1=O)C1CCS(=O)(=O)C1 (centres undefined)	-3.1	-15.6	37.5	-5.0	-5.0
14	CN1/C(=C\C=N\NC(=O)c2ccc(O)cc2)C(C)(C)c2ccccc21	2.1	-9.1	6.3	-15.7	-31.1
15	Nc1nc2ccccc2n1/N=C/c1ccc(Br)cc1	4.0	5.5	37.9	-0.9	-10.3

no.	MEKK3 PB1 HTS	GalR3 antag	CRFR2-BP ag	IDE inh
1	100.0	-4.0	-0.3	3.4
2	101.0	-3.3	0.8	·
3	107.0	-2.9	2.4	4.4
4	·	-8.0	0.2	3.8
5	102.0	-4.6	-1.3	2.8
6	·	-1.5	-0.8	-4.2
7	101.0	-10.0	-1.1	·
8	104.0	-8.5	-1.7	-4.2
9	102.0	-5.8	-1.7	4.0
10	100.0	-4.9	-0.5	-0.4
11	·	-1.3	1.9	·
12	108.0	-3.6	-1.4	-0.8
13	100.0	-1.3	0.4	3.9
14	107.0	-4.0	2.2	6.7
15	109.0	-8.3	1.5	-1.6

Printed as active in PHOSPHO1 inh, among the entries above:
no.	SMILES	IDE cell activ	CRFBP-R2 block	PHOSPHO1 inh	M4 PAM	p-CIP stab down
5	CCOC(=O)c1cn(CC)c2ccc(Br)cc2c1=O	1.3	3.8	77.5*	-2.2	-0.8

no.	MEKK3 PB1 HTS	GalR3 antag	CRFR2-BP ag	IDE inh
5	102.0	-4.6	-1.3	2.8

Other results follow:
no.	SMILES	IDE cell activ	CRFBP-R2 block	PHOSPHO1 inh	M4 PAM	p-CIP stab down
16	CC(C)(C)NC(=O)Cn1cnc([N+](=O)[O-])n1	0.0	4.8	36.0	2.0	-6.7
17	CCOC(=O)N1CCC(N2CCN(S(=O)(=O)c3ccc(Cl)cc3)CC2)CC1	3.0	-9.3	-9.1	1.8	-13.2
18	N#C/C(=C\c1ccc(-c2ccc(S(=O)(=O)N3CCOCC3)cc2)o1)C(=O)NC1CC1	-0.8	-7.6	14.4	3.6	-6.9
19	CCOC(=O)C[C@H]1c2ccc(C(F)(F)F)cc2S(=O)(=O)N1C(C)C	-1.3	0.8	·	-0.4	·
20	O=C1OC(c2ccccc2)(c2cc(Br)c(O)c(Br)c2)c2ccccc21 (centres undefined)	6.3	24.8	·	-2.5	·
21	Cc1ccc[n+](CC(=O)c2ccc(Br)cc2)c1C	2.1	9.9	44.1	-12.2	4.3
22	O=S(=O)(c1ccc(F)cc1F)N1CCN(CCO)CC1	6.1	-14.4	·	3.8	·
23	CCOc1ccc(-c2nnn(CC(=O)NCc3ccco3)n2)cc1	2.1	-0.7	18.2	6.3	-3.8
24	CCOc1cccc(/C=C(\C#N)C(=O)NC2CC2)c1	-1.2	-38.4	·	-21.4	·
25	S=c1[nH]nc(C2CCCCC2)o1	6.1	-14.2	20.5	9.0	3.7
26	CC(C#N)(NC(=O)CN1CCN(S(=O)(=O)c2ccccc2Cl)CC1)C1CC1 (centres undefined)	-1.8	2.4	·	-2.5	·
27	COc1cc(N=Nc2ccc(C(=O)N(C)C)cc2)c(C)cc1N	-7.0	7.5	·	-0.9	·
28	Cc1noc(C)c1S(=O)(=O)N1CCC2(CC1)OCCO2	6.5	2.8	-17.0	-2.6	9.1
29	CCCN1CCC(N2CCCC(C(=O)O)C2)CC1 (centres undefined)	5.0	23.7	11.4	3.5	2.8
30	O=C1/C(=C/N(C(=O)c2ccco2)c2ccc(Cl)cc2)Sc2ccccc21	-6.9	-8.6	7.1	-6.5	3.7

no.	MEKK3 PB1 HTS	GalR3 antag	CRFR2-BP ag	IDE inh
16	1.0*[inhibitor]	-3.9	0.5	-3.2
17	99.0	-7.1	0.7	3.3
18	99.0	4.3	2.7	-0.9
19	100.0	-1.8	-1.6	0.7
20	·	-3.9	-1.3	·
21	103.0	-11.4	0.5	0.3
22	·	-3.7	3.5	·
23	65.0	-3.4	-2.4	4.7
24	·	-3.9	-1.3	4.2
25	98.0	-3.9	12.2	3.4
26	·	-5.5	-1.6	-2.7
27	·	-6.2	-7.9	·
28	106.0	-3.7	-1.2	1.9
29	97.0	-6.1	-0.6	-3.3
30	112.0	·	6.5	7.5

(listing goes on)
no.	SMILES	IDE cell activ	CRFBP-R2 block	PHOSPHO1 inh	M4 PAM	p-CIP stab down
31	COc1cc(CNCCc2ccccc2)cc(Br)c1OCC(=O)Nc1ccccc1C	-2.1	-21.9	66.2*	-12.9	-11.1
32	CC(C)CCNC(=O)c1onc(CSc2nc3ccccc3[nH]2)c1C(=O)NCCC(C)C	-0.3	1.1	-35.5	3.5	-3.8
33	CN1CCN(c2ccccc2NC(=O)c2ccc(N3CCOCC3)c([N+](=O)[O-])c2)CC1	5.0	-1.0	16.2	3.3	-8.4
34	CC(OC(=O)C1CCN(S(=O)(=O)c2ccc3c(c2)OCCO3)CC1)C(=O)N(C)c1ccccc1 (centres undefined)	4.6	2.1	·	-4.0	·
35	COc1cccc(NC(=O)N(CCCN2CCOCC2)C(C)c2cc3cccc(OC)c3o2)c1 (centres undefined)	-0.3	-13.4	-3.4	2.4	8.6
36	Cc1ccc(-c2nc3ccccc3s2)cc1S(=O)(=O)N1CCOCC1	-2.4	-20.6	6.8	23.2	2.2
37	O=C(CCN1C(=O)c2ccccc2C1=O)c1ccccc1	·	-7.1	·	3.7	·
38	CC(=O)Nc1nc(-c2ccc3c(c2)CCO3)cs1	1.6	5.2	42.1	12.9	-4.1
39	[O-][N+](=Cc1ccccc1)c1ccc(Cl)cc1	2.9	-11.8	·	6.0	·
40	COc1ccc(CCNC(=O)C23CCC(C)(C(=O)O2)C3(C)C)cc1OC (centres undefined)	-0.2	5.5	34.9	13.3	5.3
41	CC(C)(C)OC(=O)N1CCCC(C(=O)CC#N)C1 (centres undefined)	4.5	-19.9	-3.5	2.1	6.3
42	COc1ccccc1CNC(=O)COC(=O)Cc1c(Cl)cccc1Cl	0.0	9.1	1.1	3.1	0.1
43	COc1ccccc1-c1nnc(SCC(=O)NC2CCCCC2)n1N	-1.5	-3.0	·	2.9	·
44	O=C(COC(=O)c1ccco1)NCC1CCCO1 (centres undefined)	2.4	-12.2	-3.3	-0.7	-33.6
45	CCN(CC)CCN1C(=O)C(=O)/C(=C(/O)c2cccc(OC)c2)C1c1ccccn1 (centres undefined)	0.6	-20.0	29.8	-4.0	-17.6

no.	MEKK3 PB1 HTS	GalR3 antag	CRFR2-BP ag	IDE inh
31	95.0	-11.8	4.6	3.3
32	98.0	-1.7	1.7	5.0
33	100.0	1.1	-1.9	-2.9
34	·	-1.2	-0.1	-0.8
35	92.0	4.0	-0.4	7.3
36	85.0	-4.7	6.8	3.9
37	·	-4.4	-1.4	·
38	92.0	-2.8	-1.7	-0.3
39	·	-1.5	0.9	·
40	102.0	-4.2	-2.4	-2.0
41	96.0	-1.1	-0.2	5.6
42	96.0	-1.9	0.4	5.1
43	·	0.5	-1.0	5.7
44	95.0	-4.9	6.4	1.9
45	93.0	-2.2	8.7	-0.2

Remaining list, next part:
no.	SMILES	IDE cell activ	CRFBP-R2 block	PHOSPHO1 inh	M4 PAM	p-CIP stab down
46	Cc1cc(C)cc(OCC(=O)N(Cc2ccc(N(C)C)cc2)C2CCS(=O)(=O)C2)c1 (centres undefined)	5.0	6.2	50.9	6.5	10.3
47	O=C1CCCCc2cc(O)c(O)cc21	·	11.6	·	-3.9	·
48	Cc1ccc(-n2c(-c3ccccc3)nnc2-c2cccs2)cc1	7.0	27.4	-9.5	1.5	-12.2
49	Fc1cccc(CN2CCN(c3ncccn3)CC2)c1	-1.4	-3.5	-35.6	3.3	0.2
50	CCOc1ccccc1NC(=O)C1CCN(c2nc(-c3ccc(OC)cc3)no2)CC1	2.3	-6.8	12.3	0.7	-6.6
51	Cc1ccc(C2C(C(=O)c3cccs3)=C(O)C(=O)N2c2nnc(C)s2)cc1 (centres undefined)	-0.8	-74.9	30.3	4.2	-3.7
52	C[C@H]1CCC[C@]2(O[C@H](CCO)C[C@@H](O)[C@@H]2O)O1	1.6	3.9	·	2.7	·
53	CCOC(=O)c1cccc(NC(=O)CSc2nnc(-c3cccnc3)n2CC)c1	4.2	11.2	-7.3	-0.5	3.8
54	Cc1ccc2nc(NCc3ccccc3)c(C=NCc3cccnc3)c(=O)n2c1	-5.9	-9.2	9.0	-6.1	-0.9

no.	MEKK3 PB1 HTS	GalR3 antag	CRFR2-BP ag	IDE inh
46	101.0	-6.5	0.1	-3.8
47	·	-2.3	-0.9	·
48	79.0	-2.5	1.1	-1.4
49	98.0	-4.9	2.5	0.5
50	99.0	·	2.4	-2.6
51	104.0	12.8*	134.3*	4.3
52	101.0	-1.9	-0.5	1.3
53	97.0	-3.0	-1.1	-1.6
54	94.0	2.2	4.2	-0.1

Fetched by compound from the entries so far, 2 records:
no.	SMILES	IDE cell activ	CRFBP-R2 block	PHOSPHO1 inh	M4 PAM	p-CIP stab down
54	Cc1ccc2nc(NCc3ccccc3)c(C=NCc3cccnc3)c(=O)n2c1	-5.9	-9.2	9.0	-6.1	-0.9
39	[O-][N+](=Cc1ccccc1)c1ccc(Cl)cc1	2.9	-11.8	·	6.0	·

no.	MEKK3 PB1 HTS	GalR3 antag	CRFR2-BP ag	IDE inh
54	94.0	2.2	4.2	-0.1
39	·	-1.5	0.9	·
